Screens from PubChem BioAssay.
mIAP activ = mouse IAP activation. muIAP, CDP-Star luminescence, 30 min; active compounds read high; 1 = vehicle-only enzyme signal, 0 = enzyme-free wells. activation factor at 10 µM. hit rate 0.24% among 330,000. AID 2805;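 active = activation factor of at least 2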; note: the source names both 10 and 20 µM as test concentration; values of inactives mirror those of a sister screen read the other way
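System: mouse IAP enzyme. Reagent: CDP-Star chemiluminescent phosphatase substrate. Benchmarks: DMSO wells, no-enzyme wells. Times: 30 min enzyme-substrate-compound incubation at room temperature. Detection: luminescence from enzymatic CDP-Star hydrolysis. Doses: test compounds delivered from DMSO solution.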
A3G deaminase = blocks human APOBEC3G single-stranded DNA deamination. AID 493012. inhibition, % at 20 µM. hit rate 0.28% among 330,000. recombinant A3G, ssDNA deamination FAM/TAMRA fluorescence. Q9HC16;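 active = inhibition of at least 40% at 20 µM, with no more than 30% in the related APOBEC3A deaminase screen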;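 note: plate controls were DMSO wells with A3G for no effect and wells lacking A3G enzyme for full effect; some compounds called inactive have numbers as strong as hits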
Target sequence (Q9HC16 whole entry, looked up): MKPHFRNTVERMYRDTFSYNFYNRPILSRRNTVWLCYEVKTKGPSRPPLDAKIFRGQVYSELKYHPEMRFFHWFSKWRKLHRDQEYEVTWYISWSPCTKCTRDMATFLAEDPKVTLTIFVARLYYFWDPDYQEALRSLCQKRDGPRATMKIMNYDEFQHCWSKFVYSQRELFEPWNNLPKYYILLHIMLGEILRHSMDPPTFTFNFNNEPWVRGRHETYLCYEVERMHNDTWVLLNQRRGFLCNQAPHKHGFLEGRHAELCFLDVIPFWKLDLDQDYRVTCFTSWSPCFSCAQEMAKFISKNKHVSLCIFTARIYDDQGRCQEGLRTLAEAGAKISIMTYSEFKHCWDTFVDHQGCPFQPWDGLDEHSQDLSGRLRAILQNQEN
MPTP inh = blocks calcium-induced mitochondrial swelling; hit rate 1.4% among 360,000; inhibition, % at 10 µM; AID 602449; isolated mouse mitochondria, Ca2+ swelling absorbance, 30 min;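 active = inhibition of 50% or more, scaled per plate between neutral and stimulator controls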;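 note: 0% = DMSO wells given calcium and 100% = 1 mM EGTA wells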
APOBEC3A inh = human APOBEC3A DNA deaminase inhibition; AID 493011; P31941; recombinant A3A, FAM/TAMRA ssDNA deamination fluorescence; hit rate 0.41% among 330,000; inhibition, % at 20 µM;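 active = at least 40% inhibition at 20 µM here, with at most 30% in a related deaminase screen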;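 note: plate controls were A3A with DMSO for no effect and wells lacking A3A enzyme for full effect; some results filed as inactive read as strong as hits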
mIAP block = blocks mouse intestinal alkaline phosphatase; purified mouse IAP, CDP-Star luminescence, 30 min; inhibition, % at 10 µM; hit rate 0.2% among 330,000; AID 2806;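 active = inhibition of at least 40% at 10 µM in the primary screen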;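 note: plate controls were DMSO with enzyme for no effect and no enzyme wells for full effect; values of inactives mirror those of a sister screen read the other way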
hIAP inh = human IAP inhibition; P09923; purified IAP, CDP-Star luminescence, 30 min; inhibition, % at 10 µM; hit rate 0.12% among 330,000; AID 2544;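 active = inhibition reaching a set limit with compound at 10 µM in the primary screen, cut at about 35% in these data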;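 note: plate controls were DMSO wells with enzyme for no effect and no-enzyme buffer wells for full effect; values of inactives mirror those of a sister screen read the other way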
hIAP act = human IAP activation. P09923. purified human IAP, CDP-Star luminescence, 30 min; active compounds read high; 1 = vehicle-only enzyme, 0 = enzyme-free background. activation factor at 10 µM. hit rate 0.16% among 330,000;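 active = activation factor of the enzyme at least 2-fold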; note: the source names both 10 and 20 µM as test concentration; values of inactives mirror those of a sister screen read the other way
ATG4B inhibitor = inhibitors of human ATG4B cysteine protease. Q9Y4P1. ATG4B cleavage of LC3-PLA2, NBD-HPC fluorescence, 1 h. inhibition, % at 8.33 µM. hit rate 0.51% among 340,000. AID 504462; in the data active = inhibition above about 40%
Target sequence (Q9Y4P1 whole entry, looked up): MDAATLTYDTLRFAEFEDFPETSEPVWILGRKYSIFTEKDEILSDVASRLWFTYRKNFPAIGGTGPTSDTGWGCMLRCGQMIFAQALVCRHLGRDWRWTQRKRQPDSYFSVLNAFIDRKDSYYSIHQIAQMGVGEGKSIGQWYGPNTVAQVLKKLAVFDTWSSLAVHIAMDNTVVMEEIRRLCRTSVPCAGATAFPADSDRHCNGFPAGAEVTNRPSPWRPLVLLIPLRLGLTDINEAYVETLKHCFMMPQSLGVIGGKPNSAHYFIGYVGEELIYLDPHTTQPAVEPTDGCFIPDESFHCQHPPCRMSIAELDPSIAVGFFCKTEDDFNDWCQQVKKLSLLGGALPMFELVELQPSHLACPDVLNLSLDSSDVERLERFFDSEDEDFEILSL
MIN6 prolif = induces beta-cell replication in MIN6 cells; MIN6 cells proliferation, ATPlite luminescence, 48 h; cells starved in 0.2% serum; 100% = growth in 10% serum; proliferation, % at 10 µM; hit rate 0.29% among 330,000; AID 2380;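 active = compounds whose signal lies at least 3.5 SD above the mean of all wells on their plate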;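 note: 0% = DMSO-treated cells in low-serum medium and 100% = 10% serum control; some compounds called inactive have numbers as strong as hits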
* hit, by the source's call; . = not tested or not shown. The order is random; 3.3% or so of the library scored in one or more.

compound,ATG4B inhibitor,mIAP activ,APOBEC3A inh,A3G deaminase,hIAP inh,MPTP inh,MIN6 prolif,hIAP act,mIAP block
COCC(=O)Nc1nc2ccc(S(C)(=O)=O)cc2s1,-8,1,-4,-6,15,-1.0,1,0.85,-2
CCOc1cc(/C=N/NC(=O)Cc2ccc(C(F)(F)F)cc2[N+](=O)[O-])ccc1O,-1,1.1,3,-1,4,1.0,-2,0.96,-10
CCc1ccc(C(=O)NNC(=O)CC2OC(=O)c3ccccc32)cc1 (centres undefined),11,0.93,1,-9,-9,-1.3,3,1.1,8
CCC(=O)Nc1ccc2c(c1)nc1n2CCN(C2CCCCC2)C1,-10,0.94,1,-2,-3,3.0,-3,1,6
O=C(OCc1cc(=O)n2cc(Br)ccc2n1)c1ccc(Cl)c(S(=O)(=O)NCc2ccccc2)c1,-5,0.96,7,9,1,4.0,-1,0.99,4
CCCCc1ccc(-n2nnnc2SCC(=O)Nc2cc(OC)c([N+](=O)[O-])cc2C)cc1,-2,0.97,2,2,30,64*,1,0.7,3
CN(C(=O)c1cn2ccccc2n1)c1c(N)n(Cc2ccccc2)c(=O)[nH]c1=O,-3,0.92,2,-7,1,-1.9,-1,0.99,8
O=[N+]([O-])c1ccc(Cl)c(S(=O)(=O)NC2=NCCC2)c1,5,1,-1,-7,2,0.2,6,0.97,-2
Cc1cccc(OCC(=O)N(Cc2ccco2)C2CCS(=O)(=O)C2)c1C (centres undefined),-1,0.96,-2,1,11,-1.4,-3,0.89,4
COc1cc(CC(=O)N(C)CC(=O)Nc2ccc(Cl)c(C(F)(F)F)c2)cc(OC)c1OC,-7,1.1,5,-3,5,-1.9,-2,0.95,-10
Nc1ccc(N2CCCCC2)c(Cl)c1,-5,1,1,18,4,2.4,-2,0.96,0
O=C(c1ccc(=O)n(Cc2ccccc2)n1)N1CCN(C/C=C/c2ccccc2)CC1,6,0.94,-1,-4,0,4.5,-2,1,6
Cc1cccc(Oc2ncnc3oc(-c4ccccc4)cc23)c1C,-1,1,0,-4,12,0.5,-3,0.88,-4
CCOc1ccc2c(c1)OC(c1ccccc1)(C(F)(F)F)NC2=O (centres undefined),3,0.95,1,-5,9,0.6,3,0.91,5
CCc1cc2c(=O)n(Cc3ccco3)c(SCC(=O)N(C)C3CCS(=O)(=O)C3)nc2s1 (centres undefined),-13,0.84,-1,-4,10,1.2,-2,0.9,16
Cc1ccc(Nc2nc(CSc3nnc(-c4ccccc4C)n3C)cs2)cc1,-3,0.96,-2,-5,-10,1.1,-5,1.1,3
Oc1ccccc1-c1cc(C(F)(F)C(F)F)[nH]n1,3,1.1,3,6,-16,20,-2,1.2,-7
COc1ccc(N2C(=NC(C)=O)SC3CS(=O)(=O)CC32)cc1OC (centres undefined),-5,1,-5,-8,-2,-2.5,-3,1,0
Cc1cccc(-n2cc(CN(C)Cc3nccn3C)c(-c3cccc(F)c3)n2)c1,-20,0.94,-1,-6,1,-1.5,-4,0.99,6
Fc1ccccc1CSc1nncn1NC/C=C/c1ccccc1,-10,0.97,-17,-5,-4,2.7,-4,1,2
OCCN1CN=C(Nc2nc3ccccc3o2)NC1,8,0.94,1,-1,13,0.4,-1,0.87,6
CCc1ccc(CN(C)Cc2nc(Cc3ccccc3)no2)nc1,-3,1,1,-4,-9,1.3,-2,1.1,-1
CCC[n+]1cn(/C(C(=S)Nc2cccc(Cl)c2C)=C(/[O-])c2ccc(OC)c(OC)c2)c2ccccc21,7,0.8,-3,-8,-1,-2.7,-1,1,20
Cn1c(=O)c2c(nc(SCC(=O)N3CCOCC3)n2C)n(C)c1=O,0,1.1,-2,-7,-4,1.7,-3,1,-6
Cc1cc(C)cc(N2CCN(C(=O)N3CCOCC3)CC2)c1,-6,1,-1,-1,-4,-0.4,2,1,-3
CC1CCCN(S(=O)(=O)c2ccc(NC(=O)c3cccc(-n4cnnn4)c3)cc2)C1 (centres undefined),-27,0.99,1,3,2,16,-2,0.97,1
CCOC(=O)N1CCN(C(=O)C2CC(c3ccccc3OC)=NO2)CC1 (centres undefined),0,0.96,2,-5,7,-1.5,1,0.93,4
Cc1ccnc2nc(C(=O)OCC(=O)NCCc3ccccc3)nn12,-3,1.1,3,3,2,-0.3,-3,0.98,-8
Cc1cccc(-n2c(O)c(C=Nc3ccccc3-c3n[nH]c(=S)[nH]c3=O)c3ccccc3c2=O)n1,5,0.9,2,-2,9,1.3,-3,0.91,10
O=C1CCCN1CCCN1C(=O)N[C@@H](Cc2ccccc2)C1=O,-18,0.96,-4,-4,4,-0.2,-2,0.96,4
CCc1cc2c(NC3CCCC3)ncnc2s1,4,1,7,0,-7,88*,-5,1.1,-2
Cc1cc(NS(=O)(=O)c2ccc(NC(=O)CSc3nnc(-c4ccco4)n3C)cc2)nc(C)n1,-1,0.92,0,-2,9,0.5,5.8*,0.91,8
CCOc1cccc2sc(N(CCCN(C)C)C(=O)c3ccc(S(=O)(=O)N4CCc5ccccc5C4)cc3)nc12,1,1,-2,0,-20,-1.3,-7,1.2,-1
CCOC(=O)Cc1csc(/N=C/c2c(O)n(-c3ccc(C)c(C)c3)c(=O)c3ccccc23)n1,-6,0.9,1,-2,8,1.3,-3,0.93,10
COc1ccc2oc(=O)cc(-c3cc4cccc(OC)c4o3)c2c1,2,0.9,1,-4,18,2.7,0,0.82,10
N#C/C(=C(/O)CN1C(=O)c2ccccc2C1=O)c1nc2ccccc2[nH]1,-5,1.1,1,-4,-2,-0.9,-3,1,-8
CCC1(CC)C(=O)C(C)(C)C(=O)OC1c1cccs1 (centres undefined),0,1.1,-2,-3,-18,-1.2,-1,1.2,-7
CCn1c(SCC(=O)NCCOc2ccccc2)nc2ccccc2c1=O,-3,0.97,-1,-5,-3,-1.0,0,1,3
COc1ccc(CCNc2ncnc3nc[nH]c23)cc1OC,5,0.8,1,2,-55,0.1,-4,1.6,20
COc1ccc(CCNC(=O)c2coc3ccccc3c2=O)cc1,-1,0.94,1,-6,5,-1.1,-1,0.95,6
CCOC(=O)c1cc(NC(=O)/C=C\C(=O)O)ccc1Cl,1,0.96,4,-6,5,-2.5,3,0.95,4
CN(C)c1cccc(C(=O)N(Cc2ccccc2)Cc2ccccc2)c1,7,0.94,-7,-9,-6,-0.7,-4,1.1,6
CC1=NN(C(N)=S)C(=O)C1N=Nc1ccc(O)cc1 (centres undefined),-11,0.87,-2,-7,18,0.5,-5,0.82,13
O=C(CSc1ccccn1)Nc1nonc1[N+](=O)[O-],-3,1.1,1,24,11,0.6,-4,0.89,-7
O=C(Cc1ccsc1)Nc1cc(F)ccc1F,0,0.95,0,-4,14,-0.7,0,0.86,5
O=C(c1ccccc1Cl)N1CCN(c2ccccn2)CC1,-13,0.72,5,2,-4,2.6,-2,1,28
Cn1c(CNc2ccc(Cl)cc2)nnc1SCc1ccccc1,-10,1.1,0,-4,-9,2.5,4,1.1,-8
CSCCC(NS(=O)(=O)c1ccccc1)C(=O)OCc1cc(=O)oc2cc(O)ccc12 (centres undefined),-2,1,-5,-5,-8,0.7,4,1.1,0
Cc1ccc(N2C(=O)C(Cl)=C(NCCO)C2=O)c(C)c1,5,0.97,5,0,9,1.7,-4,0.91,3
COc1ccc(-c2csc(NC(=O)CSCc3c(C)noc3C)n2)cc1OC,1,1,-5,-8,-8,-0.1,0,1.1,-2
COc1ccc(NC(=S)NC(=O)Cc2ccccc2)cc1,1,0.97,-6,-5,2,1.3,-1,0.98,3
CCOc1ccc(-n2c(=O)c3c4c(sc3n(CC(=O)NCC3CCCO3)c2=O)CCC4)cc1 (centres undefined),9,0.93,6,-6,-7,1.5,3,1.1,7
COc1ccc(N2CCN(C(CNS(=O)(=O)c3cc(F)ccc3F)c3cccnc3)CC2)cc1 (centres undefined),-9,0.94,-1,-2,-1,-2.7,-1,1,6
COc1ccc(OC)c(NC(=S)NCc2ccc(S(N)(=O)=O)cc2)c1,1,1.1,0,1,-11,-0.9,0,1.1,-11
Cc1cc(C)n2cc(CSc3nnnn3-c3ccccc3C)nc2n1,-10,1.1,-6,-10,4,-0.3,0,0.96,-9
Nc1ccc(Cc2nc3cc4ccccc4cc3[nH]2)cc1,4,1.1,-1,-6,10,.,0,0.9,-12

Part of the list above in order of heavy-atom count, largest number first.
compound,ATG4B inhibitor,mIAP activ,APOBEC3A inh,A3G deaminase,hIAP inh,MPTP inh,MIN6 prolif,hIAP act,mIAP block
CCOc1ccc(-n2c(=O)c3c4c(sc3n(CC(=O)NCC3CCCO3)c2=O)CCC4)cc1 (centres undefined),9,0.93,6,-6,-7,1.5,3,1.1,7
CSCCC(NS(=O)(=O)c1ccccc1)C(=O)OCc1cc(=O)oc2cc(O)ccc12 (centres undefined),-2,1,-5,-5,-8,0.7,4,1.1,0
COc1ccc(-c2csc(NC(=O)CSCc3c(C)noc3C)n2)cc1OC,1,1,-5,-8,-8,-0.1,0,1.1,-2
Cc1cc(C)n2cc(CSc3nnnn3-c3ccccc3C)nc2n1,-10,1.1,-6,-10,4,-0.3,0,0.96,-9
COc1ccc(NC(=S)NC(=O)Cc2ccccc2)cc1,1,0.97,-6,-5,2,1.3,-1,0.98,3
Cc1ccc(N2C(=O)C(Cl)=C(NCCO)C2=O)c(C)c1,5,0.97,5,0,9,1.7,-4,0.91,3
